Compound activity deposited in PubChem BioAssay by several laboratories.
MITF act: increases MITF-driven TRPM1 promoter luciferase signal. SK-MEL-5 TRPM1-promoter luciferase, 24 h; % of positive control, neutral wells = 0. activation, % at 12.5 µM. actives 0.75% (n = 300,000). AID 588334;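 active means mean activation of at least 80% with every replicate also reaching 80%; inconclusive means mean reaches 80% but some replicate falls short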;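 further: 0% = neutral control wells and 100% = parthenolide positive control wells; values of inactives mirror those of a sister screen read the other way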
V-ATPase pHluor: yeast V-ATPase proton transport regulation by pHLuorin | S. cerevisiae, pHLuorin cytosolic pH fluorescence | response, % at 10 µM | actives 0.37% (n = 350,000); in the data active means response mostly above about 7.3%, no sharp cut-off; inactive means mostly below about 5.4%; further: actives read high; inactives centre near 0; some compounds called inactive have numbers as strong as hits; reference of the scale not given here
Wnt bcat act: activates Wnt/beta-catenin signaling in a reporter cell assay; activator, plate reader; activation, % at 9.35 µM; actives 1.2% (n = 300,000); in the data active means activation above about 30%, passing the limit was not always enough; inconclusive means no clear call, values can overlap the other calls;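 further: 0% = neutral control wells and 100% = positive control wells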
CDK5 inh: inhibitors of human CDK5/p35 kinase. Q00535+Q15078. inhibition, % at 10 µM. actives 0.01% (n = 330,000). Recombinant CDK5/p35, ADP-Glo luminescence, 60 min;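 active means highest replicate inhibition of at least 50% and at least 75% of replicates reaching 50%; inconclusive means only one of the two criteria met; inactive means both criteria failed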;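 further: plate controls were DMSO neutral control for no effect and GW8510 at 10 µM for full effect; many of its hits are not listed in these tables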
Target sequence (Q00535 whole entry, looked up): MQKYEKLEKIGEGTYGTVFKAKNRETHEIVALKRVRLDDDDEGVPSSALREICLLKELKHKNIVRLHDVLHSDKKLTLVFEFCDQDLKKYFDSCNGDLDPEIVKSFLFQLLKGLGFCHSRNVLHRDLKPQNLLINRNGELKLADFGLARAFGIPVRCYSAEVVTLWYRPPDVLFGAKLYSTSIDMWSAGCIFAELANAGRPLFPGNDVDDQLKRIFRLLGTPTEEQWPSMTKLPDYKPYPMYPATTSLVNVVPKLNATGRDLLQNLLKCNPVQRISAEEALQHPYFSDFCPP
Target sequence (Q15078 whole entry, looked up): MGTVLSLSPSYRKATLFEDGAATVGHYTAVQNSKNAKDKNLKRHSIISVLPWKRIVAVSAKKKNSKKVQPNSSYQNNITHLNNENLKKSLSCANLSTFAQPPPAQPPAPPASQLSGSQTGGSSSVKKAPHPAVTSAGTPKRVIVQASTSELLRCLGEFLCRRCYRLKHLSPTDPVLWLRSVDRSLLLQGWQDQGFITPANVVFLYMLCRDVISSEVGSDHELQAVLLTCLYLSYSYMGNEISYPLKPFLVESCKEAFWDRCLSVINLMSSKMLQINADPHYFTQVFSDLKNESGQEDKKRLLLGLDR
NSD2 inh: blocks human histone methyltransferase NSD2; NSD2 peptide methylation, AlphaScreen, 120 min; AID 743445; inhibition, % at 12.5 µM; actives 0.54% (n = 310,000); O96028; in the data active means inhibition above about 50%
HTR5A ag: activates human HTR5A in OPRM1-OPRD1 agonist counter-screen; actives 0.61% (n = 340,000); AID 504692; P47898; HTR5A agonist assay, luminescence, cell-based; activation, % at 9.3 µM; in the data active means activation mostly above about 9.5%, no sharp cut-off; inactive means mostly below about 7.6%;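 further: 0% = cells with vehicle only and 100% = reference agonist; strong numbers were not always called active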
Target sequence (P47898 whole entry, looked up): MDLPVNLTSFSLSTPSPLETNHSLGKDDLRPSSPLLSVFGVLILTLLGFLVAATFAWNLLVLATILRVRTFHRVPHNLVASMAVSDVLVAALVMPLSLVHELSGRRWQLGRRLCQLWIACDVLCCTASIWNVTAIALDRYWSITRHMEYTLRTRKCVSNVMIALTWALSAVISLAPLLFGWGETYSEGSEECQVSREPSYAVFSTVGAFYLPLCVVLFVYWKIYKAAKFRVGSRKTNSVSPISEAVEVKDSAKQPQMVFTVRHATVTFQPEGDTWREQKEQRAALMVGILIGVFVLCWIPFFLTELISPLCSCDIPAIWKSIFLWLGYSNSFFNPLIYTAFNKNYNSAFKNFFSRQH
SR-BI DiI inh: inhibitors of mouse SR-BI mediated HDL lipid uptake | Q61009 | ldlA[mSR-BI] CHO cells, DiI-HDL uptake fluorescence, 3 h | inhibition, % at 12.5 µM | actives 0.96% (n = 320,000);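 active means mean replicate inhibition of at least 70% and a set share of replicates each scoring 70 or more; inconclusive means meets just one of the two criteria; inactive means fails both criteria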;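 further: 0% = median of neutral control wells and 100% = median of positive control wells; values of inactives mirror those of a sister screen read the other way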
PvdQ acylase: blocks Pseudomonas aeruginosa PvdQ acylase activity | purified PvdQ acylase, fluorescence plate reader | inhibition, % at 10 µM | actives 0.063% (n = 340,000); in the data active means inhibition above about 30%, passing the limit was not always enough; inconclusive means no clear call, values can overlap the other calls;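 further: 0% = vehicle neutral wells and 100% = reference inhibitor wells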
dFosB activator: activators of mouse delta FosB homodimer | P13346 | purified delta FosB, TAMRA-CDK5 oligo fluorescence polarization; percent of positive-control signal above neutral wells | activation, % at 25 µM | actives 0.99% (n = 340,000) | AID 493131;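 active means mean activation above about 17%, with every replicate also reaching it, limit read from the data, passing the limit was not always enough; inconclusive means only one of the two conditions met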;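 further: fluorescence polarization rise as delta FosB binds a TAMRA Cdk5 AP-1 oligo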
HTR5A inv ag: inverse agonist of human HTR5A in OPRM1-OPRD1 counter-screen; AID 504634; actives 0.083% (n = 340,000); inhibition, % at 9.3 µM; P47898; HTR5A cell line, luminescence, inverse agonism; in the data active means inhibition mostly above about 23%, no sharp cut-off; inactive means mostly below about 18%;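 further: 0% = cells with DMSO and 100% = no-cell wells with DMSO; some compounds called inactive have numbers as strong as hits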
Starred values were filed as active, the others as inactive; ? = inconclusive; . = no result given; & = joins results of further samples.

SMILES	MITF act	V-ATPase pHluor	Wnt bcat act	CDK5 inh	NSD2 inh	HTR5A ag	SR-BI DiI inh	PvdQ acylase	dFosB activator	HTR5A inv ag
CC(=O)Nc1ccccc1OP1(=O)COc2ccccc2OC1	.	-0.4	5.4	1.2	0.1	-0.6	-5.0	-10.1	4.3	13.5
CC(=O)N(C)CC#CCN1CCCC(CO)C1 (stereo not given)	0.6	-0.7	4.5	-7.4	.	-4.3	-4.5	-20.6	-2.2	11.0
CCc1c(C)nc(N)nc1N1N=C1SCC(N)=O	.	-2.1	.	-1.8	-2.4	3.9	-5.8	2.3	-0.8	-7.0
CCCCCc1nc2ccccc2c(=O)n1-c1ccccc1[N+](=O)[O-]	4.6	-1.4	.	1.4	2.7	-1.9	-11.4	-14.1	-6.5	4.5
Clc1ccc(NC2=NCCCS2)cc1Cl	20.8	0.1	7.0	-0.6	-2.2	-2.2	-218.3	6.0	-5.9	10.6
CNC(=O)OCCc1n(C)cc[n+]1C	-16.9	-2.9	0.2	2.0	-1.5	-0.5	-24.4	-0.4	-1.1	1.2
CCOc1cc2c(cc1OCC)-n1cccc1C(c1ccc(OC)c(OC)c1)NC2 (stereo not given)	-5.4	6.0	-5.5	-0.4	5.9	2.3	2.6	-3.0	-12.3	-8.6
c1cncc(CNCCc2c[nH]c3ccccc23)c1	5.9	-0.9	-1.1	1.3	-2.2	-4.4	-0.5	-7.8	-1.7	-18.4
COC(C)(C)CCCC(C)C/C=C/C(C)=C/C(=O)OC(C)C (stereo not given)	-5.2	0.8	-1.2	0.2	.	3.1	3.0	-19.3	-0.4	-12.9
CC1CN=C(NC(C)c2ccccc2)S1 (stereo not given)	1.5	-2.7	-0.6	-0.4	0.2	4.9	-10.9	-4.0	5.7	-27.4
CC1CN=C(NCc2ccncc2)S1 (stereo not given)	-11.1	0.4	.	2.0	-0.5	2.2	-17.1	-1.3	5.1	-5.5
COCCn1cc(C(=O)N2CCC3(CC2)OCCO3)c2c3ccccc3n(C)c2c1=O	-0.3	2.1	.	0.6	-1.4	0.4	-18.4	-11.2	4.4	-2.0
CN1CCN(c2ccc([N+](=O)[O-])c(Sc3nncn3C)c2)CC1	-2.7	4.4	-4.1	-1.3	5.8	1.9	-19.8	14.4	-5.5	2.5
COc1cc(/C=C2/C(=O)NC(=O)N(c3ccc(C)cc3)C2=O)cc(OC)c1OC	.	2.6	1.0	0.4	8.1	1.4	-3.1	-14.0	-18.7	-31.4
COC(=O)C1=C(c2ccccc2OCc2ccccc2)C[C@@H]2CC[C@H]1N2C(=O)NCc1cccc(F)c1	6.1	0.0	4.3	0.8	.	2.1	23.5	-16.1	-2.5	0.8
CCOC(=O)[C@]12Cc3c(cc(OC)c(OC)c3OC)[C@H]1N(Cc1ccccc1)C(=O)c1ccccc12	-8.3	-2.8	1.4	-0.4	.	-0.2	-17.5	-1.8	6.3	-15.1
CC(Cc1ccccc1Sc1ccccc1O)N(C)C (stereo not given)	-4.0	3.0	.	-0.3	-2.6	1.7	-22.8	10.7	-9.6	-12.2
Cc1ccc(-c2nc3ccccc3c(=O)n2-c2cccc(O)c2)cc1	-7.6	-0.5	-1.3	-1.1	0.4	0.4	32.7	-11.4	-11.8	-1.0
Cn1cc(NC(=O)CCl)cn1	-6.9	-0.9	-1.8	1.8	-2.5	1.1	-2.4	-15.0	5.7	-2.7
O=C1NC(=S)NC(=O)C1=Cc1ccc(Br)s1	.	4.2	0.0	-11.5	52.1*	-1.2	-15.1	-16.4	-6.5	4.5
CC(C)N1CCN(Cc2ccccc2C(F)(F)F)CC1CCO (stereo not given)	-4.6	15.3	-12.5	1.0	-1.5	-6.2	-12.3	-0.9	5.2	16.3
Cn1c(O)c(/C=C2/C=CC=N2)c(=O)[nH]c1=O	1.8	-0.6	-0.3	1.4	6.5	3.6	.	-5.1	-1.0	-11.3
CN1CCCC(C(O)(c2ccccc2)c2ccccc2)C1 (stereo not given)	1.1	-1.7	-0.3	-1.7	0.0	-0.7	-26.2	6.1	-5.4	1.9
CCC(=NCc1ccco1)c1c(O)n(-c2ccc(OC)cc2)c(=O)[nH]c1=O	1.7	-8.9	3.7	2.0	-8.9	1.5	-7.5	2.3	-4.3	-24.4
CC1CCCN(c2ccc(C(=O)N3CCC4(CC3)OCCO4)cc2[N+](=O)[O-])C1 (stereo not given)	-1.8	-3.0	-1.8	0.5	.	-2.4	3.1	-10.6	-5.7	-19.9

Four entries from above, arranged by number of heavy atoms, smallest number first.
SMILES	MITF act	V-ATPase pHluor	Wnt bcat act	CDK5 inh	NSD2 inh	HTR5A ag	SR-BI DiI inh	PvdQ acylase	dFosB activator	HTR5A inv ag
Cn1cc(NC(=O)CCl)cn1	-6.9	-0.9	-1.8	1.8	-2.5	1.1	-2.4	-15.0	5.7	-2.7
CC1CN=C(NCc2ccncc2)S1 (stereo not given)	-11.1	0.4	.	2.0	-0.5	2.2	-17.1	-1.3	5.1	-5.5
CCCCCc1nc2ccccc2c(=O)n1-c1ccccc1[N+](=O)[O-]	4.6	-1.4	.	1.4	2.7	-1.9	-11.4	-14.1	-6.5	4.5
CC1CCCN(c2ccc(C(=O)N3CCC4(CC3)OCCO4)cc2[N+](=O)[O-])C1 (stereo not given)	-1.8	-3.0	-1.8	0.5	.	-2.4	3.1	-10.6	-5.7	-19.9

Reformatted: entries from further up.
Compound | MITF act | V-ATPase pHluor | Wnt bcat act | CDK5 inh | NSD2 inh | HTR5A ag | SR-BI DiI inh | PvdQ acylase | dFosB activator | HTR5A inv ag
CC1CN=C(NC(C)c2ccccc2)S1 (stereo not given) | 1.5 | -2.7 | -0.6 | -0.4 | 0.2 | 4.9 | -10.9 | -4.0 | 5.7 | -27.4
CC1CN=C(NCc2ccncc2)S1 (stereo not given) | -11.1 | 0.4 | . | 2.0 | -0.5 | 2.2 | -17.1 | -1.3 | 5.1 | -5.5

Other compounds follow:
SMILES	MITF act	V-ATPase pHluor	Wnt bcat act	CDK5 inh	NSD2 inh	HTR5A ag	SR-BI DiI inh	PvdQ acylase	dFosB activator	HTR5A inv ag
Cn1cccc1/C=C1/C(=O)NC(=S)N(Cc2ccc(F)cc2)C1=O	-45.8	1.3	-0.2	2.5	8.0	-2.8	20.5	-3.6	-16.5	7.3
O=c1cccc2n1C[C@@H]1C[C@@H]2CN(CC(O)c2ccc([N+](=O)[O-])cc2)C1 (stereo not given in full)	-11.1	.	1.8	-0.6	1.0	2.0	-16.7	-10.3	3.0	-7.0
CCN(CC)C(=O)N[C@H]1C[C@@H]2c3cccc4[nH]cc(c34)C[C@H]2N(C)C1	0.1	8.4	-20.2	-0.7	.	2.7	-6.5	-23.7	0.9	-6.4
Cc1cc(Cl)ccc1OCCCC(=O)NCc1cccs1	2.7	0.9	.	-1.0	-2.6	-0.6	-0.8	6.4	-9.9	22.8
Cc1cccc(N2C(=O)NC(=O)/C(=C\c3ccc(N4CCOCC4)cc3)C2=O)c1	.	0.8	-2.3	-0.5	6.6	-2.9	-22.9	-10.0	2.0	-7.3
O=[N+]([O-])[N-][n+]1cnn(Cc2ccccc2)c1	5.4	6.9	-0.2	-1.5	-5.2	2.8	-11.0	5.5	0.9	3.7
N#Cc1ccccc1Cn1cc(C(=O)C2CC2)c2ccccc21	0.4	-4.7	-8.4	-0.8	.	2.2	0.9	3.9	-12.4	-14.4
COc1cc2nc(N3CCN(C(=O)C4CCCO4)CC3)nc(N)c2cc1OC (stereo not given)	21.4&-4.6	4.2&3.6	3.1&0.0&-2.3	0.8&-1.0	.	-3.0&0.2	-3.3&6.4	3.8&-9.5	-1.2&-3.1	-21.1&-4.8
CN(C)C(CNC(=O)Cc1ccc(Br)cc1)c1ccccc1 (stereo not given)	.	-0.9	1.0	-0.9	53.1*	-0.6	.	-0.8	0.4	1.8
ClC(Cl)(Cl)c1ccccc1	2.5	-0.2	3.2	0.5	.	-0.5	-8.5	-4.2	3.4	2.2
COC(=O)C1=C(c2ccc(S(C)(=O)=O)cc2)C[C@@H]2CC[C@H]1N2C(=O)NC(C)C	-1.5	-4.2	-5.1	1.0	.	-1.1	-19.8	-4.8	3.2	-8.6
COc1ccccc1CCNC1CCCC(C)C1 (stereo not given)	-6.7	-0.9	.	-1.9	30.0	7.9	-11.4	-9.5	-4.5	-11.8
Cc1cccc(-n2c(=S)[nH]c3ccccc3c2=O)n1	0.2	-0.3	-1.0	0.8	-1.0	-2.5	-22.6	-10.8	-2.7	0.5
COc1ccc(CCNC2CCCCC2)cc1	2.0	-0.9	-4.3	-0.1	16.1	2.2	-24.9	-10.8	-2.1	-11.8
CC1(C)NC(=O)[C@H]2CCCN21	1.7	0.0	-1.2	-1.0	.	-5.4	-28.6	-13.7	-5.4	-2.5
COc1ccccc1N1CCN(Cc2cccc(Br)c2)CC1	.	2.9	-1.5	-1.1	0.3	-3.5	-15.7	-8.6	-0.8	11.9
Cc1cc(OCc2nn[nH]n2)c2c3c(c(=O)oc2c1)CCC3	-9.2	-1.8	-2.5	0.7	-0.2	6.1	6.4	-17.3	-3.6	10.3
CCOC(=O)C(=CNc1ccc(C(O)(C(=O)OCC)C(F)(F)F)cc1C)C(=O)OCC (stereo not given)	-25.7	1.6	.	-2.7	-2.3	1.6	39.1	-4.7	-14.6	2.5
Cc1cccc(C(=O)Nc2ccc(Cl)cc2C(=O)c2ccccc2)c1	-9.8	9.0*	.	-0.8	-9.6	-1.7	50.0	-2.3	-8.7	-16.3
O=[N+]([O-])c1ccc2c(c1)Cc1cc(O)ccc1-2	28.0	-0.8	8.4	0.2	-0.4	3.7	11.5	?	2.9	-14.6
c1ccc(OCC2CO2)cc1 (stereo not given)	0.3	-2.7	0.1	0.7	.	3.4	0.4	-9.6	-1.6	-14.4
O=[N+]([O-])c1[nH]cnc1Br	-9.7	0.6	-2.5	1.3	-1.8	3.2	-7.9	-18.1	-9.1	-12.7
O=c1cccc2n1C[C@H]1C[C@@H]2CN2CCCC[C@@H]12	-5.3	-1.8	-0.2	-2.4	0.6	1.3	0.5	15.9	2.6	2.6
CCC1(O)CCC2C3CCC4=CC(=O)CCC4C3CCC21CC (stereo not given)	2.4	2.2	-5.0	-0.2	1.3	5.2	-2.0	-14.1	-10.0	-18.4
COC(=O)C1=C(c2ccc(Cl)c(C(F)(F)F)c2)C[C@@H]2CC[C@H]1N2C(=O)NCCCOC(C)C	-17.7	-2.1	.	0.7	.	4.1	-13.2	4.6	-2.9	-9.5
O=C(c1cccs1)N1C2CCC1CC(O)(c1cccnc1)C2 (stereo not given)	-3.5	-0.1	.	0.5	-2.8	3.4	-5.1	0.6	2.8	-2.6
O=C1CN=C(c2ccc(Br)cc2)c2oc3ccccc3c2N1	-14.1	4.4	5.1	0.4	-7.8	-4.9	2.9	0.0	3.6	-47.8
COc1ccccc1-n1c(/C=C/c2ccc(O)cc2)nc2ccccc2c1=O	-1.6	-0.2	1.6	0.2	-1.7	3.9	11.5	3.5	-4.2	-14.3
CN1C2c3ccccc3C3C4c5ccccc5C(C31)C(C2[N+](=O)[O-])N4C (stereo not given)	2.3	0.9	-0.5	1.2	1.2	1.2	0.3	1.2	-5.1	-4.4

Not all compounds are listed. The share of hits here may be higher or lower than overall.
